Menin-MLL TR inh: displaces Texas Red mutant MLL peptide from human menin. O00255. Menin + Texas Red MLL mutant peptide, fluorescence polarization. Potency, µM (top dose mostly 61.6 µM), for the others: top-dose FP activity change, negative = inhibition, most hits filed as inhibitors. 270,000 compounds, 0.23% hits. AID 1768; active means well fitted inhibition curve with a large enough effect in the polarisation, with a control signal flat, not every such curve was filed as active; inconclusive means small, poorly fitted or top-dose-only effect, or effect the other way, or a change in a side signal; inactive means no such curve, though single readings can be large or run the other way; the % refers to the polarisation; further: potency means the concentration at half of the fitted maximal effect; % of control where 0% means no effect; many of its hits are not listed in these tables
Target sequence (O00255 whole entry, looked up): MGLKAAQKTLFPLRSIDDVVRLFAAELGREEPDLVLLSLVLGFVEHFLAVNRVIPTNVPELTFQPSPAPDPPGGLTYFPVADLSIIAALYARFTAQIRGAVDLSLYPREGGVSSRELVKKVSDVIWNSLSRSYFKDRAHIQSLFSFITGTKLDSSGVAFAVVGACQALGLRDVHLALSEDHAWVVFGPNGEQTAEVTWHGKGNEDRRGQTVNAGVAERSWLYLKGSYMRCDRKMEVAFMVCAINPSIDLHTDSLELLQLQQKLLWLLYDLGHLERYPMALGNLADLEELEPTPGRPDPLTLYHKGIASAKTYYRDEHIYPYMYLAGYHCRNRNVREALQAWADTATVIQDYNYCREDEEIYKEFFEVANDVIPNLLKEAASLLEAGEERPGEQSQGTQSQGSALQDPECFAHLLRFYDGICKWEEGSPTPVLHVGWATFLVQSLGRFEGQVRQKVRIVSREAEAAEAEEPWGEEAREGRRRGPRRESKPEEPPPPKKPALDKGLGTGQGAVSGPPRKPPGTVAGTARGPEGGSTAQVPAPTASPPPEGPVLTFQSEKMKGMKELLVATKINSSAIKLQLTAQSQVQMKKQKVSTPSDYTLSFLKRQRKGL
RORgamma inh: blocks mouse ROR gamma transcriptional activity. P51450. Drosophila S2 Gal4-RORgamma UAS-luciferase reporter, 20 h. Potency, µM (highest dose often 53.6 µM), for inactives: at the highest dose activity change, negative = inhibition, most hits filed as inhibitors. 310,000 compounds, 5.4% hits. AID 2551; further: potency means the concentration at half of the fitted maximal effect; on the % scale 0 is the no-effect control and ±100 the full control effect; nearly all actives have a fitted effect of over 60% in size
Target sequence (P51450 whole entry, looked up, the tested form may be a part): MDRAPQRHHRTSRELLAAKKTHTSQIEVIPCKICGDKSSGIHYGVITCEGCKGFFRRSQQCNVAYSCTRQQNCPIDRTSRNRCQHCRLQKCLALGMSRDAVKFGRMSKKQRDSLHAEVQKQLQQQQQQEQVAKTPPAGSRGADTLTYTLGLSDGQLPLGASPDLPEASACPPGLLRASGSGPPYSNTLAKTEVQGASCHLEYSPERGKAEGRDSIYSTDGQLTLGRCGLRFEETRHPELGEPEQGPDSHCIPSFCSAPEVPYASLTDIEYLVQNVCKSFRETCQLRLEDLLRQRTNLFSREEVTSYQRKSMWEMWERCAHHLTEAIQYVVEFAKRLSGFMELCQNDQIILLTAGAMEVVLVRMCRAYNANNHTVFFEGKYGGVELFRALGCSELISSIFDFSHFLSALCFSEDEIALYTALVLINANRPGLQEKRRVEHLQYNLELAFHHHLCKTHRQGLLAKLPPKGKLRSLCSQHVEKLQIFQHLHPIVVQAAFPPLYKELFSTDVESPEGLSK
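A Gal4/UAS one-hybrid system in insect cells: metallothionein-promoter Gal4–ROR gamma fusion plus Photinus luciferase reporter. Copper sulfate 700 uM final, 20 hr ambient incubation, luminescent detection after 10 min with reagent.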
p53 reactivator: restores transcriptional activity of mutant p53; H1299 p53-A138V BP100-luciferase reporter, luminescence, 24 h; Potency, µM (top dose mostly 92.2 µM), for the others: at the highest dose activity change, positive = activation, usual class: activators; 320,000 compounds, 0.063% hits; further: potency means the concentration at half of the fitted maximal effect; % of control where 0% means no effect; nearly all actives have a fitted effect of over 45% in size
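p53-null H1299 cells stably carrying temperature-sensitive p53-A138V and a BP100-luciferase reporter were pinned with compounds (4-point, 1:5 series) and held 24 hrs at 37 deg C. Luminescence was read 10 min after detection reagent.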
PKM2 act: increases activity of human pyruvate kinase M2; purified PKM2, Kinase-Glo ATP luminescence, activation; response scale: 0% is enzyme alone, no compound; P14618; 260,000 compounds, 0.34% hits; Potency, µM (doses to about 57.5 µM), for the others: top-dose activation, hits mostly activators; further: potency means the concentration at half of the fitted maximal effect; on the % scale 0 is the no-effect control and ±100 the full control effect; nearly all actives have a fitted effect of over 55% in size
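ATP formation by purified human PK-M2, quantified via coupled luciferase luminescence after 1 h at room temperature with 0.1 mM ADP and 0.5 mM PEP final.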
FLuc counter: counter-screen for miR-21 project: firefly luciferase inhibitors or activators; P08659; Potency, µM (doses to about 57.5 µM), for inactives: top-dose activity change, negative = inhibition, actives largely listed as inhibitors; purified FLuc, Km substrates, luminescence inhibition; 360,000 compounds, 6.9% hits;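 further: potency means the concentration at half of the fitted maximal effect; plate controls were vehicle for no effect and reference inhibitor for full effect; nearly all actives have a fitted effect of over 55% in size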
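Biochemical qHTS of compounds, final roughly 60 µM downward over six points, against 10 nM purified firefly luciferase using Km concentrations of substrates (10 uM D-luciferin, 10 uM ATP) in Tris acetate pH 7.5 buffer; luminescence output.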
Giardia kill: kills Giardia lamblia. Giardia lamblia trophozoite viability. 340,000 compounds, 0.15% hits. activity change, % at 7.66 µM, hits read low; in the data active means activity change below about -80%; inconclusive means between about -30% and that limit;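 further: parasites exposed to compound for two days anaerobically before the ATP read; on the % scale 0 is the no-effect control and ±100 the full control effect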
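ATP-content bioluminescence gauges trophozoite survival. Cells (100/well) receive compound and incubate anaerobically for 48 hrs at 37 deg C; detection reagent follows for 15-30 min at room temperature.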
VP16 counter: counter-screen for ROR gamma inhibitors: Gal4-VP16 reporter; 310,000 compounds, 3.5% hits; Drosophila S2 Gal4-VP16 UAS-luciferase, luminescence, 20 h; AID 2546; Potency, µM (series often up to 53.6 µM), inactives show top-dose activity, negative = inhibition, most hits filed as inhibitors;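 further: Gal4-VP16 expression switched on by copper sulfate through the metallothionein promoter; potency means the concentration at half of the fitted maximal effect; on the % scale 0 is the no-effect control and ±100 the full control effect; nearly all actives have a fitted effect of over 50% in size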
ELG1 genotoxic: inducers of genotoxicity in HEK293T ELG1-luciferase cells | HEK293T ELG1-luciferase reporter, luminescence, 16 h | Potency, µM (top dose mostly 46 µM), for inactives: at the top dose activity change, positive = activation, hits mostly activators | 330,000 compounds, 1.3% hits | AID 504466; further: potency means the concentration at half of the fitted maximal effect; % of control where 0% means no effect; nearly all actives have a fitted effect of over 60% in size
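DMSO vehicle served as control against compound-treated ELG1-luciferase HEK293T cells; exposure lasted 16 hr at 37 °C and 5% CO2, followed by ONE-Glo luminescence detection after 30 min.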
Rab9 prom act: activators of Rab9 promoter; Huh7 Rab9 promoter-luciferase reporter, luminescence, 24 h; Potency, µM (doses to about 9.22 µM), inactives show at the top dose activation, negative = inhibition, actives largely listed as activators; 320,000 compounds, 2.8% hits; further: potency means the concentration at half of the fitted maximal effect; % of control where 0% means no effect; nearly all actives have a fitted effect of over 60% in size
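Luciferase signal after 10 min detection reagent at ambient indicates Rab9 promoter upregulation; stably transfected Huh7 cells were treated 24 h with compound in DMSO at 37 °C, 5% CO2.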
NPC1 promoter act: NPC1 promoter activation; Potency, µM (highest dose often 9.22 µM), for the others: top-dose activation, most hits filed as activators; Huh7 NPC1 promoter luciferase reporter, 24 h; AID 485313; 320,000 compounds, 2.4% hits;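 further: potency means the concentration at half of the fitted maximal effect; % of control where 0% means no effect; nearly all actives have a fitted effect of over 60% in size; reporter is driven by a mutant NPC1 promoter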
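Cells: Huh7 expressing luciferase under the NPC1 promoter, 1500/well. Seeded 2 h, compound added, incubated 24 h at 37 °C. Luciferase reagent, 10 min ambient, then luminescence.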
BRCA1 expr up: increases BRCA1 expression; MCF7-BRCA1-FFLuc reporter, luminescence, 48 h; response scale: scaled: vehicle 0%, 10 µM genistein 100%; Potency, µM (series often up to 46.1 µM), for the others: at the top dose activation, usual class: activators; 380,000 compounds, 1.1% hits; further: potency means the concentration at half of the fitted maximal effect; nearly all actives have a fitted effect of over 80% in size; some results filed as inactive show a strong effect at the top dose
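Cells: MCF7-BRCA1-FFLuc, 2000/well. Exposure: 48 h, 37 °C, 5% CO2. Read: luminescence, 15 min post-substrate. Controls: genistein 10 microM (maximal activation), DMSO (neutral).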
* hit, by the source's call; ? = inconclusive; nt = not tested or not shown; & = joins results of further samples; [ ] = dose if it differs, or a comment. Unless noted, the call rests on the fitted dose curve; in most records, active means well fitted curve in the direction sought with a large enough effect; inconclusive means small, poorly fitted or top-dose-only effect, or another doubt; inactive means no such curve, though single readings can be large; an effect the other way counts as inactive or inconclusive. The list is partial, so the mix of outcomes need not match the whole.

SMILES	Menin-MLL TR inh	RORgamma inh	p53 reactivator	PKM2 act	FLuc counter	Giardia kill	VP16 counter	ELG1 genotoxic	Rab9 prom act	NPC1 promoter act	BRCA1 expr up
Cc1cc([N+](=O)[O-])nn1CCCC(=O)NC1CCCCC1	-15%	3%	12%	0%	0%	-13	-1%	0%	0%	-8%	0%
Fc1ccc(COc2ccc(/C=N/n3cnnc3)cc2)cc1	3%	17%	?	8%	-10%	4	-13%	6%	-9%	-2%	16µM*
O=C(Nc1nnc(-c2ccco2)s1)C1CC1	0%	18%	?	2%	?	-7	11%	?	?	?	3%
CCCC[C@H]1C2=C3[C@@H](CC(C(=O)OC)=C[C@@H](C(=O)OC)[C@H]3C(C)(C)C2=O)n2c(=O)n(-c3ccccc3)c(=O)n21	8%	10%	nt	nt	nt	13&-15	-4%	nt	nt	nt	0%
COc1ccccc1NC(=O)CSC1=NC(=O)C(Cc2ccccc2)C(=O)N1 (centres undefined)	0%	6%	3%	nt	1%	1	-14%	-1%	-1%	-3%	9%
O=[N+]([O-])c1cccc(/C=N/Nc2cc(Cl)nc(-c3ccccc3)n2)c1	?	-2%	-6%	6%	?	-3	-6%	-9%	-5%	-4%	-49%
O=C(Nc1cccc(NC(=O)c2cccc([N+](=O)[O-])c2)n1)c1cccc([N+](=O)[O-])c1	17%	?	12%	1%	-13%	-21	-19%	?	0%	-2%	8%
Cc1ccc(NC(=O)c2nc[nH]c2C(=O)N2CCCCC2)c(C(=O)c2ccccc2)c1	12%	?	-6%	3%	1%	-9	-9%	1%	2%	-2%	-22%
COc1ccc(C2C(C(=O)N3CCOCC3)=C(C)NC3=C2C(=O)CC(C)(C)C3)c(OC)c1 (centres undefined)	1%	13%	-1%	-3%	0%	-14	4%	-2%	-2%	0%	3%
CS(=O)(=O)N(Cc1ccccc1)c1ccc(C(=O)NCCSc2ccccn2)cc1	-6%	13%	-5%	2%	-2%	4	-8%	-5%	-1%	1%	-32%
CCOc1cc(NC(=S)Nc2cccc(OC)c2)c(OCC)cc1NC(=O)C1CC1	nt	7.1µM*	-3%	3%	15µM*	-5	?	-8%	2%	-2%	-3%
CCOc1ccc(Nc2ncnc3c2cnn3C)cc1	-21%	?	?	-3%	1%	30	29%	?	1%	-2%	59%
Cc1cn2c(-c3ccc(Cl)cc3)nnc2s1	-23%	25%	1%	-1%	-2%	-3	2%	-3%	2%	-6%	3%
COc1ccccc1-c1cc(C(=O)N2CCN(c3ccccc3OC)CC2)no1	8%	8%	-2%	-1%	-12%	4	-8%	2%	-4%[1.84 µM]	-13%	-76%
N#CCn1c(CCl)nc2ccccc2c1=O	-8%	-10%	2%	-1%	1%	2	4%	7%	-3%	-1%	-10%
Cc1nn(CC(=O)NCC(C)c2ccccc2)c(=O)c2cc3occc3n12 (centres undefined)	nt	-1%	0%	nt	-1%	13	2%	2%	-1%	-3%	9%
CS(=O)(=O)Nc1ccc(C(=O)Nc2ccc(S(=O)(=O)N3CCCC3)cc2)cc1	?	39%	-2%	nt	-7%	-1	-12%	-2%	0%	-2%	4%
Cc1ccc(N(CC(=O)N2CCc3ccccc32)S(=O)(=O)c2cccs2)cc1	-9%	0%	0%	0%	-1%	12	-14%	-4%	-2%	1%	-12%
CC(=O)N=c1c(C#N)cc2c(=O)n3cccc(C)c3nc2n1Cc1ccco1	nt	-14%	4%	10%	-1%	-21	2%	12%	-1%	-1%	-15%
Cc1nc2nc(SCC(=O)NCCCN3CCCC(C)C3)nn2c(C)c1Cc1ccccc1Cl (centres undefined)	-18%	-7%	9%	nt	-1%	29	-2%	5%[9.26 µM]	0%	-2%	-7%
O=C(CCCN1C(=O)c2ccccc2C1=O)Nc1nnc(C2CC2)s1	9%	?	-1%	-1%	3%	15	2%	1%	0%	-4%	-21%
CC(=O)Nc1ccc(S(=O)(=O)NCCC(=O)OCC(=O)c2ccccc2)cc1	nt	nt	0%	nt	-2%	-2	nt	-5%	-4%	5%	-4%
Cc1n[nH]c(=O)c2c1nnn2Cc1ccc(F)cc1	2%	1%	7%	nt	-2%	-2	5%	1%	-5%	-3%	-28%
Cc1noc(C)c1CSc1nc2ccccc2c(=O)n1-c1ccccc1	-4%	-22%	-7%	0%	2%	-12	-3%	?	-33%[inhibitor]	-24%	-69%

Reprinted at random: six entries already listed
SMILES	Menin-MLL TR inh	RORgamma inh	p53 reactivator	PKM2 act	FLuc counter	Giardia kill	VP16 counter	ELG1 genotoxic	Rab9 prom act	NPC1 promoter act	BRCA1 expr up
Cc1n[nH]c(=O)c2c1nnn2Cc1ccc(F)cc1	2%	1%	7%	nt	-2%	-2	5%	1%	-5%	-3%	-28%
Cc1noc(C)c1CSc1nc2ccccc2c(=O)n1-c1ccccc1	-4%	-22%	-7%	0%	2%	-12	-3%	?	-33%[inhibitor]	-24%	-69%
COc1ccccc1-c1cc(C(=O)N2CCN(c3ccccc3OC)CC2)no1	8%	8%	-2%	-1%	-12%	4	-8%	2%	-4%[1.84 µM]	-13%	-76%
CC(=O)Nc1ccc(S(=O)(=O)NCCC(=O)OCC(=O)c2ccccc2)cc1	nt	nt	0%	nt	-2%	-2	nt	-5%	-4%	5%	-4%
CS(=O)(=O)Nc1ccc(C(=O)Nc2ccc(S(=O)(=O)N3CCCC3)cc2)cc1	?	39%	-2%	nt	-7%	-1	-12%	-2%	0%	-2%	4%
CC(=O)N=c1c(C#N)cc2c(=O)n3cccc(C)c3nc2n1Cc1ccco1	nt	-14%	4%	10%	-1%	-21	2%	12%	-1%	-1%	-15%

Further records follow.
SMILES	Menin-MLL TR inh	RORgamma inh	p53 reactivator	PKM2 act	FLuc counter	Giardia kill	VP16 counter	ELG1 genotoxic	Rab9 prom act	NPC1 promoter act	BRCA1 expr up
Cc1n[nH]c(=S)n(/N=C/c2cccs2)c1=O	nt	-42%	-1%	3%	3%	9	11%	-1%	1%	-3%	64%
COc1ccc(/C=C/C(=O)OCC(=O)NCC2CCCO2)cc1 (centres undefined)	-28%	20%	15%	0%	-9%	-19	2%	-2%	3%	4%	-15%
COc1cccc(C2NC(=O)NC(C)=C2C(=O)Nc2cc(OC)ccc2OC)c1 (centres undefined)	10%	16%	3%	-5%	5%	23	2%	?	3%	0%	1%
NC(=S)NN=C1C2CC3CC(C2)CC1C3	14%	2µM*	-4%	-2%	-1%	-13	?	-5%	-1%	-2%	-2%
Cc1ccccc1-c1nsc(SCC(=O)NCc2ccc3c(c2)OCO3)n1	-9%	-7%	-4%	-4%	-3%	-9	-3%	2%	1%	0%	-9%
CCN(CC)C(=O)Oc1ccc2c(=O)c(-c3ccc(OC)cc3)c(C)oc2c1	?	?	-4%	1%	?	-3	5%	-10%	-1%	-4%	-39%
CCOC(=O)c1c(NC(=S)NC)sc2c1CC(C)(C)SC2	-4%	0.4µM*	16%	3%	-18%	14	0.89µM*	-2%	0%	-3%	0%
CCOC(=O)c1cc(S(=O)(=O)N2CCN(C(=O)OCC)CC2)cn1C	8%	35%	-6%	0%	2%	-12	-11%	-6%	-33%[inhibitor]	3%	-9%
[O-][n+]1c2ccccc2cc2ccccc21	nt	nt	2%	nt	-11%	-10	nt	0%	-2%	-1%	58%
CCn1cnnc1SCC(=O)c1c(N)n(C2CC2)c(=O)[nH]c1=O	nt	nt	-2%	nt	1%	9	nt	-1%	-6%	0%	4%
CC(C)C(CO)N1CCN(Cc2ccccc2)CCC1=O (centres undefined)	nt	0%	9%	6%	1%	-10	-5%	2%	2%	1%	7%
O=C(Nc1ccc(S(=O)(=O)N2CCCC2)cc1)c1cccc(OC(F)F)c1	nt	nt	-4%	nt	5%	-12	nt	0%	-5%	-4%	-18%
Cc1c(C(=O)N/N=C/c2ccc(N(C)C)cc2)[nH]c2ccc(Cl)cc12	?	6.3µM*	0%	1%	-12%	2	?	?	-27%	-16%	-65%
CC1Cc2ccccc2N1S(=O)(=O)c1c(N)n(C)c(=O)n(C)c1=O (centres undefined)	-2%	3%	-7%	-8%	-1%	-20	-2%	-1%	1%	-5%	-1%
CCCc1nc(SCC(=O)O)c2sc(=S)n(-c3ccccc3)c2n1	5%	-23%	0%	nt	3%	-1	18%	-1%	-2%	-3%	2%
Cc1ccc2c(=O)cc(C(=O)NCCc3ccc(S(N)(=O)=O)cc3)oc2c1C	?	-29%	-12%	nt	-1%	15	-14%	1%	-2%	1%	-1%
CCN(C(=O)COC(=O)c1cccc(C)c1[N+](=O)[O-])c1c(N)n(Cc2ccccc2)c(=O)[nH]c1=O	nt	nt	6%	nt	5%	8	nt	5%	-3%	-3%	-3%

Screening data deposited in PubChem by National Center for Advancing Translational Sciences (NCATS).
